Compound activity as filed in PubChem.
GBA activity up: enhancers of human beta-glucosidase activity in Gaucher fibroblasts; P04062; activation, % at 10 µM; L444P Gaucher fibroblasts, 4-MU-glucoside fluorescence, 3 days; actives 0.44% (n = 30,000); in the data active means activation above about 65%;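 further: 0% = vehicle wells and 100% = positive control wells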
Target sequence (P04062 whole entry L483P): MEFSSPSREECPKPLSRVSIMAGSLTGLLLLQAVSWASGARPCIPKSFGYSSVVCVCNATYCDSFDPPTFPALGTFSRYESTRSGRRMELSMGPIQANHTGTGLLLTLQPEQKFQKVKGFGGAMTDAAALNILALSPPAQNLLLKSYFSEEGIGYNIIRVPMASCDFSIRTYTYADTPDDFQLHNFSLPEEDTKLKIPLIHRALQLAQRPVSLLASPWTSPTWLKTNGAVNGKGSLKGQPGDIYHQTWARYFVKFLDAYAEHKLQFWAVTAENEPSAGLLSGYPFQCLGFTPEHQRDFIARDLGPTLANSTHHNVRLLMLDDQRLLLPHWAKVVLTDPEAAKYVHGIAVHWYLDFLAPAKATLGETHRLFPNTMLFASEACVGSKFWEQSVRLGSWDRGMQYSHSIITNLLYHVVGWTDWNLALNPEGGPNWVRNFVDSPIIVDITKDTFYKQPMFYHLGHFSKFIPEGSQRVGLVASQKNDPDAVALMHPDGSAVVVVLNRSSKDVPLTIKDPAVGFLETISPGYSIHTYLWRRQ
Active calls of the source: *. These rows are one share of the data. The share of hits here may be higher or lower than overall.

SMILES | GBA activity up
O=S(=O)(NCCOC12CC3CC(CC(C3)C1)C2)c1cccc2nsnc12 | 0
CC1(C)C(=O)NCCN1C(=O)CSc1nccc(-c2ccc(Br)cc2)n1 | -8
O=C(NCCSCc1ccccc1)c1cc(S(=O)(=O)N2CCOCC2)ccc1F | -1
Cc1ccc(C2/C(=C(\O)c3c(C)nc4ccccn34)C(=O)C(=O)N2CCCN2CCOCC2)o1 (stereo unspecified) | -13
CCOC(=O)CSc1nnc(NC(=O)c2cccc(S(=O)(=O)N3CCCCC3)c2)s1 | 35
Cc1ccccc1CS(=O)(=O)CCC(=O)NCCN1CCN(c2cccc(Cl)c2)CC1 | -43
C/C(N)=C(/C#N)C(=O)CSc1nnc(Nc2cccc(C)c2C)s1 | -2
CN(C)C(=O)CSc1nnc2sc3ccccc3n12 | 8
Cc1nn(-c2cc(N3CCOCC3)ccc2N)c(=O)c2ccccc12 | -28
Cn1c2ccccc2c2ncn(Cc3ccco3)c(=O)c21 | -20
O=S(=O)(c1ccccc1)c1nc(-c2cccs2)oc1NCCCn1ccnc1 | 0
COc1ccc(NC(=O)CN2CCC3(O)CCCCC3C2c2cc(OC)ccc2OC)cc1 (stereo unspecified) | -9
Cc1ccc(C)c(N2CCN(S(=O)(=O)c3c(C)noc3/C=C/N(C)C)CC2)c1 | -14
Fc1ccc(-c2cnc[nH]2)cc1 | 8
COCCNC(=O)CSc1nc2ccccc2c2nc(C)nn12 | -11
COC(=O)N1CCN(S(=O)(=O)c2ccc(F)cc2)CC1 | -89
O=C(Cn1c(=O)n(-c2ccccc2)c(=O)c2sccc21)N1CCCC1 | -20
Cn1c(=O)c2cc(S(=O)(=O)NCCC(=O)NC3CCCCCCC3)ccc2n(C)c1=O | -7
Cc1ccccc1-n1nc(C)c2cc(C(=O)NCc3cccnc3)sc21 | -10
Cc1csc2ncc(C(=O)Nc3cccc(C(F)(F)F)c3)c(=O)n12 | -8
Cc1ccc(S(=O)(=O)N(C)CC(=O)N2CCCc3ccccc32)cc1 | -23
CSc1ccccc1NC(=O)c1c(C)noc1C | -22
COc1cc(C2C(C#N)=C(N)OC3=C2C(=O)CC(C)(C)C3)ccc1OC(=O)N1CCOCC1 (stereo unspecified) | -13
COC(=O)c1c(C)[nH]c(C)c1-c1ccccc1 | 55
Cc1c(C(=O)NC(C)CN2CCCCC2)oc2ccccc12 (stereo unspecified) | 21
CCOC(=O)c1[nH]c2cc(OC)c(OC)cc2c1NC(=O)c1nonc1C | 1
COc1ccc(-c2nnc(SCC(=O)c3[nH]c(C)c(C(C)=O)c3C)o2)cc1 | -43
CCCCOCCCNC(=O)N[C@H](C(=O)OC)C(C)C | -10
COCCn1nnnc1C(c1ccc(OC)cc1OC)N1CCN(c2ccccc2F)CC1 (stereo unspecified) | -32
CCc1nnc(SCC(=O)N2CCCc3ccccc32)nc1CC | -28
Cc1[nH]nc2c1C(Cc1ccccc1)C(C#N)=C(N)O2 (stereo unspecified) | 7
Cn1c2c(c(=O)n(C)c1=O)CN(CC1CCCO1)CN2 (stereo unspecified) | -19
O=C(NC1CCCC1)C(NS(=O)(=O)c1cccc2nsnc12)c1ccccc1 (stereo unspecified) | -47
Cc1cc(Cl)c(S(N)(=O)=O)cc1OCC(N)=O | -6
Cc1onc(-c2c(F)cccc2Cl)c1C(=O)NCCc1ccc(S(N)(=O)=O)cc1 | -1
O=C(c1ccccc1)N1CCN(C(=O)C23CC4CC(CC(C4)C2)C3)CC1 | -3
COc1ccc(N2Cc3cccc(C(=O)N4CCOCC4)c3C2=O)cc1 | -8
CC(C)n1c(=S)[nH]c2c1c(=O)[nH]c(=O)n2C | 136*
COc1cc2c(cc1NC(=O)CSc1nnnn1-c1ccccc1)oc1ccccc12 | -44
CCCC(C(=O)NC1CCCC1)N(C(=O)Cn1nnc(-c2ccc(C)o2)n1)c1ccccc1OC (stereo unspecified) | -8
CCCc1nc2c(nnn2Cc2ccccc2)c(=O)[nH]1 | -16
COc1cccc(C(=O)Nc2ccccc2N2CCOCC2)c1 | -16
N#CCn1nnc(-c2ccc3c(c2)OCO3)n1 | -8
COC(=O)C1=C(C)Nc2nnnn2C1c1ccco1 (stereo unspecified) | -19
CCOc1ccc(N2C(=O)c3ccc(C(=O)OCc4c(C)noc4C)cc3C2=O)cc1 | -55
COc1ccc(N(C(=O)C2CCCCC2)C2C=CS(=O)(=O)C2)c(OC)c1 (stereo unspecified) | -18
Cc1ccccc1N1C(N)=NC(N)=NC1(C)C | -29
COc1ccccc1NS(=O)(=O)c1ccc(OC)c(OC)c1 | -2
C=CCn1c(=O)c2ccccc2n2c(Sc3nnnn3-c3ccccc3)nnc12 | 11
Cc1ccccc1NC(=O)c1ccc(F)c(S(=O)(=O)N2CCN(c3ccccn3)CC2)c1 | 4
O=C(O)C1CCN(S(=O)(=O)N2CCOCC2)CC1 | 15
Cn1c(=O)cc(SCC(=O)N2CCCC2)c2ccc(Cl)cc21 | -58
O=C(NCCN1CCOCC1)C1CCN(c2nc3ccccc3o2)CC1 | 3
COc1ccc2c(Cl)c(C(=O)NC3CCS(=O)(=O)C3)sc2c1 (stereo unspecified) | -11
COC(=O)c1ccccc1NC(=O)c1ccc(-c2ccccc2F)o1 | -25
Cc1cc(C)cc(OCC(=O)N(Cc2cccs2)C2CCS(=O)(=O)C2)c1 (stereo unspecified) | 5
CCOC(=O)c1ccc2c(c1)nc(C1CCN(S(=O)(=O)c3cccs3)CC1)n2CC | 21
COc1ccc(OC)c(N2C(=O)[C@@H]3C(c4ccccc4Cl)=NO[C@@H]3C2=O)c1 | -1
COc1cccc(C2=NOC(C(=O)N3CCOCC3)C2)c1 (stereo unspecified) | 2
CCOC(=O)c1c(C)[nH]c(C(=O)CN2C(=O)NC(CC)(c3ccccc3)C2=O)c1C (stereo unspecified) | 0
(cont.)
SMILES | GBA activity up
Cc1c(NC(=O)c2cccc(S(=O)(=O)N3CCOCC3)c2)c(=O)n(-c2ccccc2)n1C | -7
O=C(CC(c1ccccc1)c1ccccc1O)NCCN1CCOCC1 (stereo unspecified) | -16
Cc1ccc(C)c(NS(=O)(=O)c2cc(Br)cnc2N)c1 | -6
Cc1cc(C)nc(Nc2ncc(O)n2-c2ccc(C)c(Cl)c2)n1 | -13
Cc1occc1C(=O)Nc1ccc2c(c1)OCO2 | -8
O=C(c1ccccc1)N1CCN(Cc2c[nH]c3ccccc23)CC1 | -1
COCCNC(=O)C1CCC(Cn2c(=S)[nH]c3ccccc3c2=O)CC1 (stereo unspecified) | -5
S=c1[nH]nc(-c2cccnc2)o1 | -20
O=C(O)Cc1nc2nc3c(c(=O)n2[nH]1)CCCC3 | -25
O=c1[nH]c(N2CCc3ccccc3C2)nc2c1CCC2 | -11
O=C(CN1C(=O)C2(OCCCO2)c2ccccc21)NCc1ccccc1 | -4
Cc1ccc(Nc2nc(N)nc(CC#N)n2)cc1 | -7
COc1ccc(CCNC(=O)CSCc2n[nH]c(=O)[nH]2)cc1OC | -7
CCOc1nc(-c2ccccc2)ccc1-c1noc(-c2ccncc2)n1 | -59
COC(=O)c1cc(OC)c(OC)cc1NC(=O)Cn1nnc(-c2ccccc2Cl)n1 | -5
Cc1nc2ccccc2c(=O)n1NC(=O)c1ccccc1Cl | -8
O=C(OCC#CCSc1nnc(-c2cccc3ccccc23)o1)c1cccs1 | 54
CC1CCN(C(=O)Cn2cc(C(=O)c3ccco3)c3ccccc32)CC1 | -5
CCC(C)NCC(O)COCc1ccc(Cl)cc1 (stereo unspecified) | -21
O=C(NC1CCCCC1)c1cc2nc3c(c(C(F)(F)F)n2n1)CCCC3 | 1
COc1ccc(NC(=O)Cn2c(C)cc(=O)c3cccc(OC)c32)cc1 | -28
O=C(NCc1ccccn1)c1n[nH]c2ccccc12 | 4
CC(=O)Nc1sc2c(c1C(=O)N1CCOCC1)CCCCC2 | -2
Cn1nnc2cc(NC(=O)N3CCN(c4ccccn4)CC3)ccc21 | -24
COCCCNC(=O)c1ccc(N2CCCC2)c(NS(=O)(=O)c2ccc(C)cc2)c1 | -21
CN(C)c1nc2c(c(=O)[nH]c(=O)n2C)n1Cc1ccccc1Br | -9
C=CCC(=O)OCC(=O)Nc1ccc(Oc2ccccc2)cc1 | -4
Cc1c(Cl)cccc1N(CC(=O)N1CCCCCC1)S(C)(=O)=O | -9
O=C(NCC(c1cccnc1)N1CCN(c2ccccc2)CC1)C1CCCCC1 (stereo unspecified) | -5
CC(=O)C(C)Oc1ccc2c3c(c(=O)oc2c1)CCCCC3 (stereo unspecified) | 8
Cc1cc(C)nc(NC2=NCCN2C(=O)Nc2ccc(Cl)c(Cl)c2)n1 | -17
CN(c1ccccc1C(=O)Nc1ccc(S(=O)(=O)N2CCCCC2)cc1)S(C)(=O)=O | -17
O=C(CCN1C(=O)COc2ccccc21)NCCCN1CCN(c2ccc(F)cc2)CC1 | -30
O=C(O)CC(c1ccc(Cl)cc1)n1cccc1 (stereo unspecified) | 33
NC(=O)COc1c(-c2ccccc2)oc2ccccc2c1=O | -10
CN(C)c1cccc(C(=O)NC2CCCCCC2)c1 | 11
O=c1cc(CSc2nnc(-c3ccco3)o2)c2ccccc2[nH]1 | -11
Cc1cc(NC(=O)C(C)C)ncc1NC(=O)CCc1ccccc1 | 0
CCN1CCN(C(=O)c2ccccc2N(C)S(=O)(=O)c2ccc(C)cc2)CC1 | 10
O=C(CN1C2=NCCCN2c2ccccc21)c1ccc2c(c1)OCO2 | -14
Cc1ccc(Cn2nnc3c(=O)n(CC(=O)NCc4ccc5c(c4)OCO5)cnc32)cc1 | -13
COC(=O)c1ccc(N2C(=O)c3ccc(OC)c(OC)c3C2=O)cc1 | -43
O=C(CN1CCCCCC1)OCCN=C1NS(=O)(=O)c2ccccc21 | -4
COc1ccc(-n2c(SCC(=O)OC(C)C)nnc2-c2ccccn2)cc1 | -26
CC(C)Oc1ccc(-c2nn(-c3ccccc3)cc2/C=c2\sc3ncnn3c2=O)cc1 | 1

Compounds shown so far containing a CF3 group (2):
SMILES | GBA activity up
Cc1csc2ncc(C(=O)Nc3cccc(C(F)(F)F)c3)c(=O)n12 | -8
O=C(NC1CCCCC1)c1cc2nc3c(c(C(F)(F)F)n2n1)CCCC3 | 1

Next entries.
SMILES | GBA activity up
Cc1ccc2c(c1)c1c3n2CC(=C2C(=O)OC(C)(C)OC2=O)NC3CCC1 (stereo unspecified) | -14
COc1ccc(S(=O)(=O)N(C)c2ccc(OCC(=O)Nc3cc(C)on3)cc2)cc1 | -44
Cn1c(=O)c2c(nc(N3CCN(c4ccccc4)CC3)n2CCCc2ccccc2)n(C)c1=O | -1
O=C(Cn1c(=O)oc2cc(S(=O)(=O)N3CCCC3)ccc21)Nc1cccc(C(F)(F)F)c1 | 10
O=S(=O)(c1cccc(C(F)(F)F)c1)N(CCCN1CCOCC1)Cc1cccs1 | 5
Nc1nonc1C(=O)OCC(=O)N1CCOCC1 | -14
CCCn1c(=N)n(CC(=O)OCC)c2ccccc21 | -24
CCOC(=O)c1c(NC(=O)Cn2c(=O)oc3ccccc32)oc(C)c1C(C)=O | 8
O=S(=O)(c1ccc(F)c2ccccc12)N1CCCCC1 | -16
O=C1C(=O)N(CCOCCO)C(c2ccccn2)/C1=C(\O)c1ccccc1 (stereo unspecified) | -1
CCOC(=O)c1cnc(-c2ccccc2)nc1N | -5
Cc1cc(C)nc(NS(=O)(=O)c2ccc(N3C(=O)C4CC=C(Cl)CC4C3=O)cc2)n1 (stereo unspecified) | 4
CC(C)C(=O)N1c2ccccc2NC2=C(C(=O)CCC2)C1c1ccc(N(C)C)cc1 (stereo unspecified) | -3
O=S(=O)(c1ccc(Oc2ncnc3scc(-c4ccccc4)c23)cc1)N1CCOCC1 | -1
CC1CCCCN1c1nnc(N)s1 (stereo unspecified) | -8
CC1(C)Cc2cccc(OCC(=O)Nc3cccnc3)c2O1 | -12
COc1ccc(-c2cc(C(=O)N3CCOCC3)c3cc(C)ccc3n2)cc1 | -4
O=C(NCc1cccs1)c1nc2ncccn2n1 | -11
CC1CCOC2(O1)C(=O)N(CN1CCN(c3ccccc3F)CC1)c1ccccc12 (stereo unspecified) | -53
CCN(CC)CCCNC(=O)c1cc(-c2cccc(Cl)c2)on1 | 65
COc1nonc1NC(=O)CSc1nc2ccccc2[nH]1 | -12
Cc1ccccc1-n1c(SCc2c(C)noc2C)nnc1-c1c[nH]c2ccccc12 | -6
COc1cccc(C(=O)Nc2ccc(S(=O)(=O)Nc3onc(C)c3C)cc2)c1 | -28
CCCC12CN3CC(C)(CN(C1)C3c1ccc(OC)cc1)C2=O (stereo unspecified) | 5
Cc1ccc(S(=O)(=O)NCCCCCC(=O)Nc2nccs2)cc1 | -51
CN1CC(=O)N(CC(=O)NCCc2ccc(F)cc2)c2ccccc2C1=O | -36
O=C(CC1(O)C(=O)N(Cc2ccccc2Cl)c2ccccc21)c1ccco1 (stereo unspecified) | -19

Structural class, the entries above with a Cl atom
SMILES | GBA activity up
Cc1ccccc1CS(=O)(=O)CCC(=O)NCCN1CCN(c2cccc(Cl)c2)CC1 | -43
Cc1cc(Cl)c(S(N)(=O)=O)cc1OCC(N)=O | -6
Cc1onc(-c2c(F)cccc2Cl)c1C(=O)NCCc1ccc(S(N)(=O)=O)cc1 | -1
Cn1c(=O)cc(SCC(=O)N2CCCC2)c2ccc(Cl)cc21 | -58
COc1ccc2c(Cl)c(C(=O)NC3CCS(=O)(=O)C3)sc2c1 (stereo unspecified) | -11
COc1ccc(OC)c(N2C(=O)[C@@H]3C(c4ccccc4Cl)=NO[C@@H]3C2=O)c1 | -1
Cc1cc(C)nc(Nc2ncc(O)n2-c2ccc(C)c(Cl)c2)n1 | -13
COC(=O)c1cc(OC)c(OC)cc1NC(=O)Cn1nnc(-c2ccccc2Cl)n1 | -5
Cc1nc2ccccc2c(=O)n1NC(=O)c1ccccc1Cl | -8
CCC(C)NCC(O)COCc1ccc(Cl)cc1 (stereo unspecified) | -21
Cc1c(Cl)cccc1N(CC(=O)N1CCCCCC1)S(C)(=O)=O | -9
Cc1cc(C)nc(NC2=NCCN2C(=O)Nc2ccc(Cl)c(Cl)c2)n1 | -17
O=C(O)CC(c1ccc(Cl)cc1)n1cccc1 (stereo unspecified) | 33
Cc1cc(C)nc(NS(=O)(=O)c2ccc(N3C(=O)C4CC=C(Cl)CC4C3=O)cc2)n1 (stereo unspecified) | 4
CCN(CC)CCCNC(=O)c1cc(-c2cccc(Cl)c2)on1 | 65
O=C(CC1(O)C(=O)N(Cc2ccccc2Cl)c2ccccc21)c1ccco1 (stereo unspecified) | -19
